Screening results as filed in PubChem BioAssay.
DT40 TDP1 no CPT: qHTS for Inhibitors of human tyrosyl-DNA phosphodiesterase 1 (TDP1): qHTS in cells in absence of CPT; AID 686978, 2013; 15% of 420,000 active; DT40 Tdp1-/- hTDP1 cells, no CPT, ATP luminescence, 48 h; Potency, µM (series often up to 46.2 µM), for inactives: top-dose activity change, negative = growth inhibition, usual class: inhibitors; note: nearly all actives have a fitted effect of over 55% in size
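Chicken DT40 Tdp1-/- cells stably complemented with human TDP1 were seeded at 400 cells/well with DMSO in place of 20 nM camptothecin. After compound pinning, cells grew at least 48 hr at 37 °C; viability read by CellTiter-Glo luminescence.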
TDP1 cell CPT: growth inhibition of DT40 Tdp1-/-;hTDP1 cells with camptothecin (screen for TDP1 inhibitors). 12% of 420,000 active. AID 686979. Potency, µM (highest dose often 46.2 µM), without a hit: top-dose activity change, negative = growth inhibition, usual class: inhibitors. chicken DT40 Tdp1-/-;hTDP1 cells + 20 nM CPT, ATP luminescence, 48 h; note: nearly all actives have a fitted effect of over 55% in size
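Cell growth measured by CellTiter-Glo luminescence after a minimum 48 h, 37 C compound exposure with 20 nM CPT in Tdp1-knockout DT40 cells stably expressing hTDP1, seeded 400/well; qHTS titration format.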
TDP1 inh: blocks human tyrosyl-DNA phosphodiesterase 1; Potency, µM (series often up to 130 µM), for inactives: at the highest dose activity change, negative = inhibition, usual class: inhibitors; 0.28% of 350,000 active; recombinant TDP1, AlphaScreen DNA substrate cleavage; Q9NUW8; note: nearly all actives have a fitted effect of over 40% in size
Target sequence (Q9NUW8 whole entry, looked up): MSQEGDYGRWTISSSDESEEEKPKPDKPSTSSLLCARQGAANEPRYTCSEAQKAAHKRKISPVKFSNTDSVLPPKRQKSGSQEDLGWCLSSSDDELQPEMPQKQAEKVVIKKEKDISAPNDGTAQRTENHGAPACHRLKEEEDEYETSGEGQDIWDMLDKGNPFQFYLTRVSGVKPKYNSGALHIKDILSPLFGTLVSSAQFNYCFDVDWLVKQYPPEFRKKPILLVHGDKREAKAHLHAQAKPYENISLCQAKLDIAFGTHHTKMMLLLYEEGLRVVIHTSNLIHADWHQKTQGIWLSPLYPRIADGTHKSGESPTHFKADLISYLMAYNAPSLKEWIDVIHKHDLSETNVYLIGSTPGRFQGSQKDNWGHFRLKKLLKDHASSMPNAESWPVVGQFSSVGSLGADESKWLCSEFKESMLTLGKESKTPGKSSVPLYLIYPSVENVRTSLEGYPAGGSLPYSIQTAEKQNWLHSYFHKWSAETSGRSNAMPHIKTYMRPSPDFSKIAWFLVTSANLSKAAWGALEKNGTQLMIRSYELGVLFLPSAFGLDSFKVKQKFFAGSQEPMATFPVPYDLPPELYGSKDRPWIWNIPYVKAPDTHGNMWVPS
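Recombinant E. coli-expressed Tdp1 (1 nM) preincubated with compound 15 min at RT, then 5'-biotin/3'-phosphotyrosine-FITC DNA substrate (15 nM) added for 5 min. AlphaScreen beads (10 ug/ml) added, 10 min RT; tyrosine-FITC cleavage read as signal loss.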
Starred values were filed as active, the others as inactive; ? = inconclusive; · = no result given; [ ] = another dose, or the depositor's remark. Calls come from the whole dose curve; as a rule, active = well fitted curve in the direction sought with a large enough effect; inconclusive = small, poorly fitted or top-dose-only effect, or another doubt; inactive = no such curve, though single readings can be large; an effect the other way counts as inactive or inconclusive. % is set by controls: 0 for no effect and ±100 for the full control effect; potency is the fitted concentration of half-maximal effect.

SMILES	DT40 TDP1 no CPT	TDP1 cell CPT	TDP1 inh
CCCN1C(=O)C(NS(=O)(=O)c2ccc(N)cc2)(C(F)(F)F)C(C(=O)OC)=C1C (stereo not drawn)	0%	10%	4%
CSC1=C(C#N)C(c2ccc3c(c2)OCO3)C2=C(CCCC2=O)N1 (stereo not drawn)	-22%	?	3%[56.1 µM]
O=C(CSCc1cc(=O)n2nc(C3CC3)sc2n1)Nc1ccc(F)cc1	10%	-8%	4%
Cc1cc(C)n(CC(=O)N2CCCC(N3CCN(c4ccc(F)cc4)CC3)C2)n1 (stereo not drawn)	0%	-14%	0%
COc1cccc(C(=O)NCCSc2ccc(C)cc2)c1	-21%	3%	3%
CC(C)(C)NCc1ccc(OCc2cccs2)cc1	-14%	-19%	-11%
COC(=O)C1CCCCN1Cc1ccc2c(c1)CN(Cc1cn[nH]c1-c1ccc(F)cc1)CCO2 (stereo not drawn)	?	1%[9.04 µM]	·
Cc1cc(C)n(CCN(C)c2nc3nonc3nc2N2CCCCC2)n1	-6%	1%	6%
COc1ccc(/C=N/NC(=S)Nc2cc(C(F)(F)F)ccc2Cl)cc1	?	?	10%
O=c1c2ccccc2nc(COc2ccccc2)n1/N=C/c1ccc(O)cc1O	23µM*	?	·
C=CCc1cccc2cc(C(=O)NC3=C(C#N)CCC3)c(=O)oc12	?	?	-3%
Cc1cccc(NS(=O)(=O)c2cccc(C(=O)NCC(C)(C)N3CCOCC3)c2)c1	-29%	?	0%
CCOc1ccc(CCNC(=O)c2[nH]c3cc(OC)ccc3c2Sc2ccccc2)cc1OCC	-18%	?	9%
O=C1N/C(=N\N=C\c2ccco2)SC1Cc1ccccc1[N+](=O)[O-] (stereo not drawn)	?	?	1%
Cc1ccc(C)c(CN2CCC(CNC(=O)Nc3ccc(C)c(C)c3)CC2)c1	15µM*	?	·
[N-]=[N+]=NC[C@H](c1ccccc1)N1CCN(Cc2ccccc2)CCC1=O	-2%	-7%	·
CCC(C)(NC=O)C(=O)Nc1c(C)cccc1C (stereo not drawn)	1%	6%	7%
N#C/C(=C\c1cccc(OC(=O)c2cccs2)c1)C(N)=O	-7%	?	-5%
CCCCNC(=O)c1cccnc1SCC(=O)Nc1ccccc1OC	-25%	-13%	0%
O=C(NC1CCCC1)C(c1ccccc1)n1c(-c2cccc3ccccc23)nc2ccccc21 (stereo not drawn)	?	?	·
CCCC1=Nc2cc(C(=O)NCc3ccccc3)ccc2Sc2ccccc21	3.3µM*	4.1µM*	0%
O=c1c2ccccc2c(C=NCCCN2CCOCC2)c(O)n1Cc1ccccc1	?	18µM*	4%
O=C(CCN1C(=O)C2CCCCC2C1=O)Nc1ccc(F)c(F)c1F (stereo not drawn)	-25%	-2%	6%
CSCc1ccc(C(=O)OCc2nc3ccccc3s2)o1	-2%	?	3%
O=C(CN1CC[n+]2c(-c3cccs3)csc21)c1ccc(-c2ccccc2)cc1	8.2µM*	9.2µM*	5%
Cc1cccc(-c2nnc(SC(C)C(=O)Nc3ccccc3)n2C)c1 (stereo not drawn)	?	-10%	·
O=C(CC(=O)Nc1cccc(Cl)c1Cl)Nc1cccc(Cl)c1Cl	?	6%	·
O=C(N=Nc1c(O)[nH]c2ccccc12)c1cc(-c2ccc(F)cc2)n[nH]1	?	-26%	5%
CC(C)C(=O)OCc1cc(=O)n2nc(C3CCCCC3)sc2n1	-20%	7%	5%
COc1ccc(C)cc1NC(=O)Nc1ccc(Br)cn1	3%	-2%	-1%
CCC(=O)N1CCCC(C)(C(=O)NS(=O)(=O)c2cccs2)C1 (stereo not drawn)	10%	18%	·
Cc1ccc(S(=O)(=O)c2ccc(Oc3ccccc3)cc2)cc1	?	?	-2%
N#Cc1nc(COc2ccccc2)oc1N1CCCCC1	-19%	?	4%
Fc1ccccc1-c1csc(-c2cccnc2)n1	?	?	·
CCn1c(CNC(=O)c2ccco2)nnc1SCC(=O)c1ccc(OC)cc1	?	-18%	4%
O=C(c1cc(-c2ccccc2)on1)N(Cc1cccnc1)C(c1ccccn1)c1nc2ccccc2[nH]1 (stereo not drawn)	?	?	·
CCN(CC)CCNC(=O)c1cn(C)c2ccc(S(=O)(=O)N(C)C3CCCCC3)cc2c1=O	-14%	-20%	0%
O=S(=O)(c1cccs1)N1CN(C2CCCCC2)c2nc3ccccc3nc21	?	?	1%
CCCCn1c(N)c(N(CCC(C)C)C(=O)c2ccc(C)o2)c(=O)[nH]c1=O	-6%	4%	0%
CC(C)c1csc(CN2CCC(N3CCC(C(=O)N4CCOCC4)CC3)CC2)n1	?	3%	1%
COc1ccc(CN(C(=O)Cn2nnc3ccccc32)C(C(=O)NC(C)(C)C)c2ccco2)cc1 (stereo not drawn)	-7%	1%	0%
O=C(CCN=C1NS(=O)(=O)c2ccccc21)Nc1ccc(F)cc1Cl	-3%	-2%	0%
COc1ccc(OC)c(S(=O)(=O)NC2CC2)c1	2%	6%	·
O=[N+]([O-])c1cc(S(=O)(=O)Nc2ccccc2)ccc1N1CCN(c2ccccc2)CC1	?	?	7%
N#CC(=Cc1cccs1)c1nc(-c2ccc(Cl)cc2)cs1	-18%	16%	·
Nc1cc(=O)[nH]c(SCC(=O)NCCC2=CCCCC2)n1	0%	-4%	0%
O=S(=O)(c1ccc(Cl)cc1)N1CCN(c2nc(C(F)(F)F)nc3ccccc23)CC1	?	?	·
OCCNc1nc(NCCC2=CCCCC2)nc(N2CCOCC2)n1	21µM*	21µM*	2%
O=C(O)c1ccccc1Nc1ccccc1C(=O)O	-8%	-7%	8%
O=C(O)c1ccc(-n2nnc3ccccc32)c([N+](=O)[O-])c1	6%	7%	14%
CC1=C(C(=O)OCC2CCCO2)C(c2ccncc2)C2=C(CC(C)(C)CC2=O)N1 (stereo not drawn)	-23%	-3%	0%
CC(NC(=O)C(NC(=O)C(Cc1c[nH]c2ccccc12)NC(=O)OC(C)(C)C)C(C)C)C(N)=O (stereo not drawn)	5%	7%	-1%
CCN(CC)S(=O)(=O)c1ccc(NC(=O)CSc2nc3nc(C)cc(C)c3c(=O)[nH]2)cc1	?	?	·
COc1cccc(/C(O)=C/c2nc3ccc(C(=O)NCCc4ccc(Cl)cc4)cc3[nH]c2=O)c1	6.5µM*	6.5µM*	6%
COc1ccc(NC(=O)COc2ccccc2)cc1Cl	-10%	12%	·
COc1ccccc1C(=O)NCC(=O)N=Nc1c(O)n(C(C)C)c2ccccc12	18µM*	?	2%
CCn1c(=S)[nH]c2cc(S(=O)(=O)N3CCOCC3)ccc21	-11%	13%	1%
COc1cccc(CNC(=O)c2cccc(Br)c2)c1	?	?	-1%
O=C(Nc1nccs1)c1ccc(S(=O)(=O)N2CCOCC2)cc1	16µM*	?	2%
O=C(CN1C(=O)CC(c2ccccc2)S(=O)(=O)c2ccccc21)N1CCCCC1 (stereo not drawn)	-24%	4%	1%

New compounds follow
SMILES	DT40 TDP1 no CPT	TDP1 cell CPT	TDP1 inh
CCOC(=O)Nc1ccc(C(N)=O)cc1	-23%	3%	2%
Cc1ccc(Oc2ccc(S(=O)(=O)NCC(C)(C)N3CCOCC3)cc2)cc1	-79%	-64%	11%
O=C(COC(=O)c1cccc([N+](=O)[O-])c1)c1ccc(OCc2ccccc2)cc1	13µM*	?	5%
COc1ccc(-c2ccc(NCCN3CCOCC3)nn2)cc1OC	8%	0%	·
NC(c1csc(Nc2ccccn2)n1)C1CCCCC1 (stereo not drawn)	16µM*	15µM*	·
COCCSc1ccccc1C(=O)Nc1cc([N+](=O)[O-])ccc1OC	?	-1%	2%
CC(=O)NCCNC(=O)c1cc(-c2cccc3ccccc23)nc2ccccc12	10%	-4%	·
COc1cccc(NC(=O)CCN2C(=O)c3ccc([N+](=O)[O-])cc3C2=O)c1	-8%	8%	0%
CCOc1ccc(Oc2ccc(NC(=O)[C@@H](NC(N)=O)[C@@H](C)CC)cc2)cc1	22%	4%	1%
CC[C@@H](C)[C@H](C(CC(=O)N1CCCC1[C@@H](OC)[C@H](C)C(=O)N[C@H](Cc1ccccc1)c1nccs1)OC)N(C)C(=O)[C@H](NC(=O)[C@@H](C(C)C)N(C)C)C(C)C (stereo partly drawn)	-109%	-101%	·
Cc1ccc(Oc2ccc(/C=N/O)cn2)cc1	16µM*	23µM*	1%
O=C(Nc1ccc(S(=O)(=O)NCC2CCCO2)cc1)c1cnccn1 (stereo not drawn)	?	-8%	3%
Cn1c(=O)n(CCOc2ccc(Cl)cc2Cl)c2ccccc21	-26%	-18%	2%
O=C(Cc1cccs1)NCc1ccc(Cl)cc1	-2%	-5%	1%
Cc1noc(C)c1CSCC(=O)Nc1cc(S(C)(=O)=O)ccc1Cl	-6%	9%	·
CNC(=O)Cn1nc(-c2ccc(C)cc2)c2ccccc2c1=O	15µM*	?	·
Cc1ccc(C(=O)CCC(=O)OCC(=O)NNC(=O)c2ccccc2Cl)cc1	13%	10%	0%
COc1ccc(N2C(=O)C3CCCN3C2c2cc(OC)c(OC)c(OC)c2)cc1 (stereo not drawn)	-15%	-16%	5%

A portion of the results above, for reference:
SMILES	DT40 TDP1 no CPT	TDP1 cell CPT	TDP1 inh
COc1cccc(CNC(=O)c2cccc(Br)c2)c1	?	?	-1%
O=C(Nc1nccs1)c1ccc(S(=O)(=O)N2CCOCC2)cc1	16µM*	?	2%
O=C(CN1C(=O)CC(c2ccccc2)S(=O)(=O)c2ccccc21)N1CCCCC1 (stereo not drawn)	-24%	4%	1%
CCOC(=O)Nc1ccc(C(N)=O)cc1	-23%	3%	2%
Cc1ccc(Oc2ccc(S(=O)(=O)NCC(C)(C)N3CCOCC3)cc2)cc1	-79%	-64%	11%
O=C(COC(=O)c1cccc([N+](=O)[O-])c1)c1ccc(OCc2ccccc2)cc1	13µM*	?	5%
COc1ccc(-c2ccc(NCCN3CCOCC3)nn2)cc1OC	8%	0%	·
NC(c1csc(Nc2ccccn2)n1)C1CCCCC1 (stereo not drawn)	16µM*	15µM*	·
COCCSc1ccccc1C(=O)Nc1cc([N+](=O)[O-])ccc1OC	?	-1%	2%
CC(=O)NCCNC(=O)c1cc(-c2cccc3ccccc23)nc2ccccc12	10%	-4%	·
COc1cccc(NC(=O)CCN2C(=O)c3ccc([N+](=O)[O-])cc3C2=O)c1	-8%	8%	0%
CCOc1ccc(Oc2ccc(NC(=O)[C@@H](NC(N)=O)[C@@H](C)CC)cc2)cc1	22%	4%	1%
CC[C@@H](C)[C@H](C(CC(=O)N1CCCC1[C@@H](OC)[C@H](C)C(=O)N[C@H](Cc1ccccc1)c1nccs1)OC)N(C)C(=O)[C@H](NC(=O)[C@@H](C(C)C)N(C)C)C(C)C (stereo partly drawn)	-109%	-101%	·
Cc1ccc(Oc2ccc(/C=N/O)cn2)cc1	16µM*	23µM*	1%
O=C(Nc1ccc(S(=O)(=O)NCC2CCCO2)cc1)c1cnccn1 (stereo not drawn)	?	-8%	3%
Cn1c(=O)n(CCOc2ccc(Cl)cc2Cl)c2ccccc21	-26%	-18%	2%
O=C(Cc1cccs1)NCc1ccc(Cl)cc1	-2%	-5%	1%
Cc1noc(C)c1CSCC(=O)Nc1cc(S(C)(=O)=O)ccc1Cl	-6%	9%	·
CNC(=O)Cn1nc(-c2ccc(C)cc2)c2ccccc2c1=O	15µM*	?	·
Cc1ccc(C(=O)CCC(=O)OCC(=O)NNC(=O)c2ccccc2Cl)cc1	13%	10%	0%
COc1ccc(N2C(=O)C3CCCN3C2c2cc(OC)c(OC)c(OC)c2)cc1 (stereo not drawn)	-15%	-16%	5%
